Screening results from PubChem.
mcGAS inh = cyclic GMP-AMP synthase inhibitors, mouse, primary biochemical chemiluminescence. 160,000 compounds, 0.15% hits. AID 1259399, 2018. inhibition, % at 12.5 µM. Q8C6L5. recombinant cGAS, Kinase-Glo ATP depletion luminescence;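 also: 0% = negative control wells and 100% = reference inhibitor with no enzyme activity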
NPYLR7 agonist = agonists of mosquito NPYLR7 receptor, primary screen, cell-based, Aedes aegypti, calcium fluorescence, mosquito biting behavior; Aedes aegypti neuropeptide Y-like receptor 7 (NPYLR7); HEK293T NPYLR7/Galpha15, GCaMP6s calcium fluorescence; activation, % at 10 µM; 270,000 compounds, 0.15% hits; AID 1259423, 2018; in the data active = activation above about 40%;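 also: 0% = vehicle and 100% = reference agonist at the receptor; some compounds past the cut are filed as inactive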
hcGAS inh = Primary biochemical luminescence assay for human cyclic GMP-AMP synthase inhibitors; 290,000 compounds, 0.081% hits; recombinant h-cGAS, ATP depletion, Kinase-Glo luminescence; inhibition, % at 12.5 µM;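 also: 0% = vehicle reaction and 100% = reaction without DNA for no activity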
Target sequence (Q8N884 whole entry, looked up): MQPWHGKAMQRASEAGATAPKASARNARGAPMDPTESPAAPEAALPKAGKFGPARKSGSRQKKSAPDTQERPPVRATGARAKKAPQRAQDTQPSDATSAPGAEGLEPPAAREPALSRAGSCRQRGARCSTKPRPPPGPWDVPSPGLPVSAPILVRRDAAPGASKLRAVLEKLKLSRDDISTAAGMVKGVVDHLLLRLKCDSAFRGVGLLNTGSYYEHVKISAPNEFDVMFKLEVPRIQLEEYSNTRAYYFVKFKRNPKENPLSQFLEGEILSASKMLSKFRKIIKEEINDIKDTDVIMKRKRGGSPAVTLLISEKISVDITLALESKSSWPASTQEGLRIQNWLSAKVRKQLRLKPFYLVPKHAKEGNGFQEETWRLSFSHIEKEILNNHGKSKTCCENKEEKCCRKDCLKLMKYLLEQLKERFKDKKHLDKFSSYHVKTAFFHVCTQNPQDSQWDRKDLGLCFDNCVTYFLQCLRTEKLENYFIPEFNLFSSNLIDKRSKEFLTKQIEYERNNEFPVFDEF
* hit, by the source's call; · = not tested or not shown; & = joins results of further samples. Rule as the data show it, unless noted: active = inhibition above about 40%; inactive = the rest.

canonical_smiles,mcGAS inh,NPYLR7 agonist,hcGAS inh
CCc1cccc(C)c1NC(=O)CNc1cc(OC)c(OC)cc1C,·,11,7
CSc1ccc(-c2nc(CN3CCN(c4cnccn4)CC3)c(C)o2)cc1,·,2,-4
CCCCCCCCc1noc(-c2c(-c3ccccc3Cl)noc2C)n1,-8,0,7
Cc1ccnc(SCc2cc(=O)n3[nH]c(C)c(-c4ccccc4)c3n2)n1,·,-4,23
Cc1nnc2c(C(=O)NC(C)CC(C)C)cccn12 (stereo not given),-4,-6,-7
Cc1ccc(-n2nc(-c3ccccc3F)cc2C(=O)NCCN2CCCCC2)c(C)c1,-5,-5,-5
CCOC(=O)CCC(=O)N(CC(=O)Nc1nc(C)c(C)s1)C(C)CC (stereo not given),-3,·,1
CCC1CN(C(=O)c2ccnc(C(C)C)n2)CCC(=O)N1Cc1ccccc1 (stereo not given),-9,-1,-6
COCCn1c(=O)c2c(nc3n(-c4cc(Cl)ccc4OC)c(C)cn23)n(C)c1=O,·,-3,-5
COc1ccc(C2CC(=O)C3C(=Nc4ccccc4NC3c3cccc(O)c3)C2)cc1OC (stereo not given),-7,-2,-2
O=C(CCl)Nc1ccccc1N1CCOCC1,0,-10,1
O=C(Nc1ccc(N2CCCC2)c(C(=O)NCc2ccccc2)c1)Nc1cccc2ccccc12,-9,-5,-6
Brc1cnc2n[nH]nc2c1,-3,-8,4
O=C(c1ccccc1OC(F)(F)F)N1CCN(c2nccc(-c3ccc(N4CCOCC4)cc3)n2)CC1,-7,8,-3
Cc1ccc(OCc2ccc(C(F)(F)F)cc2)c(CO)n1,·,-5,2
Cn1nc(-c2ccccc2)cc1-c1nc2c([nH]1)CC(C)(C)CNC2=O,·,8,-6
Cn1c(=O)c2cc(NC(=O)OCCF)ccc2n1Cc1cccc(C(F)(F)F)c1,-10,1,-8
O=c1onc(-c2cccs2)n1CCN1CCOCC1,·,0,-6
O=C1CCCN1c1ccc(CNCc2ccccc2Cl)cc1,·,3,-17
CCOC(=O)CNC(=O)CSc1nc2c(c(=O)n1-c1ccc(OC(F)(F)F)cc1)SCC2,-7,-8,-7
CCCn1ncc(CN2CCC(C(=O)Nc3ccc(Oc4ccccc4F)cc3)CC2)c1C,·,1,-1
CC(NC(=O)C1=NN(C)C(=O)CC1)c1ccc(NC(=O)Nc2ccccc2)cc1 (stereo not given),·,4,-8
CN(C)CC(C)(C)CNC(=O)CN1C(=O)C(Oc2ccccc2)C1c1ccco1 (stereo not given),·,9,-5
O=C1OCCc2cnc3nc(C(F)(F)F)nn3c21,·,-5,-10

Reformatted: 2 of the compounds above.
CCOC(=O)CCC(=O)N(CC(=O)Nc1nc(C)c(C)s1)C(C)CC (stereo not given)
  mcGAS inh: -3; NPYLR7 agonist: ·; hcGAS inh: 1
CCCn1ncc(CN2CCC(C(=O)Nc3ccc(Oc4ccccc4F)cc3)CC2)c1C
  mcGAS inh: ·; NPYLR7 agonist: 1; hcGAS inh: -1

Next section.
canonical_smiles,mcGAS inh,NPYLR7 agonist,hcGAS inh
O=C(Cn1ncc2ccsc2c1=O)NC1CC1,-4,9,-7
O=S(=O)(c1ccc(Sc2nnnn2C2CC2)nc1)N1CCCCC1,·,8,-4
CCc1cc(N2CCNC(C(=O)O)C2)nc(N2CCCCC2)n1 (stereo not given),·,-1,-4
CCC(C(=O)N(CCOC)Cc1nc2cc(Cl)ccc2o1)c1ccccc1 (stereo not given),-3,6,0
O=C(NCc1ccccc1)C1CCCN(c2cnc3ccccc3n2)C1 (stereo not given),-7,22,-3
COc1ccc(Oc2cc(N3CCN(C(=O)/C=C/c4ccccc4)C(C)C3)ncn2)cc1 (stereo not given),-5,7,-4
O=S(=O)(Oc1ccc(OCC2CC2)cc1)c1ccc2c(c1)CCO2,·,16,-10
CC(C)c1nccc(CN2CCN(Cc3ccc(Cl)cc3)CC2)n1,-17,3,-2
COc1ccccc1C(C)N(C)C(=O)Nc1nc(-c2ccccc2)ns1 (stereo not given),-13,-7,-5
CNc1cncc(-c2ccc(C(N)=O)cc2)n1,·,1,5
CCNc1nc(NC(C)C)nc(OCC(=O)O)n1,-5,1,-9
CN1CCc2c(sc(NC(=O)Cc3ccccc3)c2-c2nc3ccccc3s2)C1,-4,45*,0
COC(=O)c1ccc(N=C2SC(C(=O)Nc3cccc(Cl)c3)CC(=O)N2C)cc1 (stereo not given),-4,-1,-2
C#CCN(Cc1ccco1)C(=O)c1cc(Cn2c(C)nc3ccccc32)[nH]n1,·,1,0
Cc1cc(N2CCC(Cc3ccccc3)CC2)nc(-n2cc([N+](=O)[O-])cn2)n1,-9,5,-8
COc1ccc(C(C)NS(=O)(=O)c2cnn(C)c2)cc1Br (stereo not given),·,-2,-4
CCOC(=O)C1(CCc2ccccc2)CCN(C(=O)Nc2ccc(SC)cc2)CC1,-10,3,-8
O=C(Cn1c2ccc(F)cc2c2ncn(Cc3ccccc3)c(=O)c21)Nc1cccc(F)c1,-8,-1,-7
CC(CCN1CCCC1=O)NC(=O)Cc1cccc(O)c1 (stereo not given),·,6,0
CCOC(=O)c1cc(-c2ccc(OC)cc2)nn1CCC#N,·,-1,-7
O=C(O)C1Cc2ccccc2N1C(=O)OCc1ccccc1 (stereo not given),·,-4,-7
CN(CC1CCOCC1)C(=O)CC1C(=O)NCCN1C/C=C/c1ccccc1 (stereo not given),·,-2,-4
CC(=O)c1cc2ccccc2oc1=O,-7,2,-4
CC1CCCCN1S(=O)(=O)NC1COc2ccccc2C1 (stereo not given),-5,6,6

The last 6 records of the part before lead into the next:
canonical_smiles,mcGAS inh,NPYLR7 agonist,hcGAS inh
CC(CCN1CCCC1=O)NC(=O)Cc1cccc(O)c1 (stereo not given),·,6,0
CCOC(=O)c1cc(-c2ccc(OC)cc2)nn1CCC#N,·,-1,-7
O=C(O)C1Cc2ccccc2N1C(=O)OCc1ccccc1 (stereo not given),·,-4,-7
CN(CC1CCOCC1)C(=O)CC1C(=O)NCCN1C/C=C/c1ccccc1 (stereo not given),·,-2,-4
CC(=O)c1cc2ccccc2oc1=O,-7,2,-4
CC1CCCCN1S(=O)(=O)NC1COc2ccccc2C1 (stereo not given),-5,6,6
CCc1cccc(C)c1NC(=O)CSc1nnc(CCc2c(C)[nH]c(=O)[nH]c2=O)o1,-7,-6,-3
CCCc1nn2c(N)c(C=C3C=C(Cl)C(=O)C(Cl)=C3)c(=O)nc2s1,52*,51*,25
FC(F)Oc1ccc(NC(=S)NNC(=S)Nc2cccnc2)cc1,·,3,-16
CCOC(=O)CC1(Cc2ccccc2)C(=O)CC(C)(C)CC1=O,·,-6,-5
CCN1CCN(c2c(CN(Cc3ccccc3Cl)CC(C)C)c(C)nn2-c2cccc(F)c2)CC1,1,7,2
CCOCCOC(=O)C1=C(C)N(C)C(=O)NC1c1cccc([N+](=O)[O-])c1 (stereo not given),·,-3,1
CCOC(=O)c1sc(Nc2nc3c(F)cccc3s2)cc1C,-6,-4,-5
O=C(c1noc2c1CCCCC2)N1CCN(C2CCCCC2)CC1,-4,·,-10
COc1ccc(NC(C)=O)cc1NC(=O)c1cn(C)c2c(=O)n(-c3ccccc3)c(=O)[nH]c12,·,3,-5
Cc1ccn2c(=O)nc(SCC(=O)NC(C)C)nc2c1,-8,0,-8
Cc1ccc(CN(CCc2c[nH]c3ccccc23)C(=O)CN(C(=O)Nc2ccccc2Br)C(C)C)cc1,-3,16,-6
Cc1ccc(-n2ncc3c(-n4nc(C)cc4NC(=O)c4cccs4)ncnc32)c(C)c1,-7,3,-1
Cc1ccccc1-n1c(SCc2nc(C(=O)N3CCN(c4cccc(Cl)c4)CC3)cs2)nnc1-c1cccnc1,-5,15,-2
Cc1nnc(SCC(=O)N2CCN(C)C3(CCN(C)CC3)C2)[nH]c1=O,-3,·,-6
CCc1ccc(CCC(=O)NCCOC)cc1,·,10,-3
CC1CCN(C(=O)c2csc(Nc3ccc(OC(F)F)cc3)n2)CC1,·,13,-9
COCCCN(Cc1ccc(F)c(F)c1)Cc1cccn1Cc1ccc(C(F)(F)F)cc1,-9,1,-8
CC(C)OC(=O)CN1CCCC1c1ccccc1Cl (stereo not given),·,11,-13
O=C([C@H]1CCCN1)N1CCC(c2[nH]ncc2-c2cccc(F)c2)CC1,·,1,-8
Nc1nc(-c2ccccc2Cl)c(-c2ccccc2Cl)s1,·,1,-11
CC1CN(C)CCN1Cc1csc(-c2ccc(C(N)=O)cc2)n1 (stereo not given),·,8,-10
CCCNC(=O)COC(=O)c1c(-c2cccs2)csc1NC(C)=O,0,-2,-3
CCCN(C)c1ccc(C(=O)NC2CCN(C(=O)C3CC3)CC2)cc1,·,-1,6
O=C(c1cccnc1)C1CCCN(C(=O)c2cc(COc3ccc(F)c(F)c3)on2)C1 (stereo not given),-6,13&-5,-6&-7
CSC(CO)C(C)NCc1ccccc1N1CC(C)OC(C)C1 (stereo not given),·,1,-6
CSCCNC(=O)C1(C)CCN1C(=O)Cc1ccc(-c2ccccc2)cc1 (stereo not given),-5,3,-9
O=C(Nc1cc(Cl)ccc1Cl)N(CC(O)c1ccccc1)C1CC1 (stereo not given),-15,-4,-9
S=c1[nH]nc(-c2cccnc2)n1Cc1ccco1,-6,-1,-8
Cc1cc(C)cc(OS(=O)(=O)c2cn(C)c(=O)n(C)c2=O)c1,-9,0,-11
CC(C)CN(Cn1[nH]c(-c2ccccc2)nc1=S)C1CCS(=O)(=O)C1 (stereo not given),·,9,-6
O=C(CSC1=NS(=O)(=O)c2cc(Cl)ccc2N1)OCc1ccccc1,·,12,-1
Cc1ccc(Cn2c(=O)c3ccc(C(=O)NCC(C)C)cc3n3c(=O)n(C)nc23)cc1,-9,0,-7
CC1c2cccn2CCN1C(=O)c1cc(COc2ccccc2)[nH]n1 (stereo not given),·,2,-11
CCCc1nc(N2CCN(S(=O)(=O)c3cccc(C(F)(F)F)c3)CC2)c2c(-c3ccccc3)noc2n1,-3,15,-3
COc1cccc(NC(=O)Cn2ccn3nc(-c4ccc(C)cc4)cc3c2=O)c1,0,5,-2
CC1=NN(Cc2ccccc2)c2nc3c(c(=O)n(Cc4ccc(F)cc4)c(=O)n3C)n2C1,-7,7,-8

Some of the entries so far, as labelled records.
Cc1ccc(Cn2c(=O)c3ccc(C(=O)NCC(C)C)cc3n3c(=O)n(C)nc23)cc1
  mcGAS inh: -9	NPYLR7 agonist: 0	hcGAS inh: -7

CC1c2cccn2CCN1C(=O)c1cc(COc2ccccc2)[nH]n1 (stereo not given)
  mcGAS inh: ·	NPYLR7 agonist: 2	hcGAS inh: -11

CCCc1nc(N2CCN(S(=O)(=O)c3cccc(C(F)(F)F)c3)CC2)c2c(-c3ccccc3)noc2n1
  mcGAS inh: -3	NPYLR7 agonist: 15	hcGAS inh: -3
